D1 antag: Antagonist of Human D 1 Dopamine Receptor: qHTS; 3.2% of 360,000 active; D(1A) dopamine receptor (Homo sapiens), P21728; AID 504652, 2011; activity change, negative = inhibition, % at 10 µM; HEK293 TREx D1 cells, calcium flux, dopamine EC80; stronger effect = lower value; in the data active = activity change below about -30%; note: % is set by controls: 0 for no effect and ±100 for the full control effect
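HEK293 T-REx cells expressing inducible, force-coupled D1 receptor; no-wash Ca dye, 30–90 min RT. Cmpd → 180 s read at 1 Hz → EC80 DA → 180 s read.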
TRHR enhancer: qHTS for Small Molecule Agonists and Allosteric Enhancers of Human TRH Receptor: Primary Screen for Enhancers; 0.66% of 360,000 active; Thyrotropin-releasing hormone receptor (Homo sapiens), P34981; enhancement, % at 2 µM; TRHR cells, fluo-8 calcium fluorescence, EC20 TRH enhancement; in the data active = enhancement above about 30%; note: 0% is about no effect
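TRHR-expressing cells loaded with fluo-8 calcium dye were read kinetically (ex 480/em 530) during compound addition, then stimulated with an EC20 of TRH (10 nM final). Enhancement of the Gq-mediated intracellular calcium response was scored.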
D2 antagonist: HTS Assay for Allosteric Antagonists of the Human D2 Dopamine Receptor: Primary Screen for Antagonists; D(2) dopamine receptor (Homo sapiens), P14416; HEK293 TREx D2 cells, calcium flux, dopamine EC80; inhibition, % at 10 µM; 2% of 340,000 active; in the data active = inhibition above about 30%; note: 0% is about no effect
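Antagonism is scored as inhibition of an EC80 dopamine-evoked calcium signal in a force-coupled, tetracycline-inducible HEK293 T-REx D2 line, with compound present 180 s before agonist.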
D2 ag: HTS Assay for Allosteric Agonists of the Human D2 Dopamine Receptor: Primary Screen for Agonists. activation, % at 2 µM. HEK293 T-REx D2 cells, calcium flux agonist mode. 0.53% of 340,000 active. D(2) dopamine receptor (Homo sapiens), P14416. AID 485358, 2010;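 active = activation over 3 SD above normal in the single-dose calcium agonist read, cut at about 30% in these data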; note: 0% is about no effect
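Calcium-flux readout, 1 cycle/sec over 180 s following compound pin transfer, in inducible HEK293 Trex D2 cells (force-coupled); dopamine controls included. Positive calcium responses during this window marked compounds as potential agonists.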
D1 PAM: Potentiators of Human D1 Dopamine Receptor: qHTS. D(1A) dopamine receptor (Homo sapiens), P21728. potentiation, % at 10 µM. AID 504651, 2011. HEK293 TREx D1 cells, calcium flux, dopamine EC20 potentiation. 0.036% of 360,000 active; in the data active = potentiation above about 30%; note: 0% is about no effect
D1 agonist: Allosteric Agonists of the Human D1 Dopamine Receptor: qHTS; HEK293 T-REx D1 cells, calcium flux, agonist mode; activation, % at 2 µM; 1% of 360,000 active; D(1A) dopamine receptor (Homo sapiens), P21728; in the data active = activation above about 30%; note: 0% is about no effect
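Tetracycline-induced HEK293 TREx D1 cells, force-coupled to calcium signalling, were dye-loaded with a no-wash calcium kit. Compound was pin-added after a 10 s baseline. Fluorescence was read kinetically at 1 cycle/s for 180 s, with calcium rises flagged as agonism.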
RXFP1 antagonist: qHTS Assay for Antagonists of the Relaxin Receptor RXFP1. Relaxin receptor 1 (Homo sapiens), Q9HBX9. HEK293-RXFP1, relaxin-stimulated cAMP HTRF, 30 min; stronger effect = lower value. activity change, negative = inhibition, % at 57.5 µM. 0.59% of 350,000 active;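 active = activity change of -60% or lower, but not beyond a set lower limit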; note: % is set by controls: 0 for no effect and ±100 for the full control effect
Target sequence (Q9HBX9 whole entry, looked up): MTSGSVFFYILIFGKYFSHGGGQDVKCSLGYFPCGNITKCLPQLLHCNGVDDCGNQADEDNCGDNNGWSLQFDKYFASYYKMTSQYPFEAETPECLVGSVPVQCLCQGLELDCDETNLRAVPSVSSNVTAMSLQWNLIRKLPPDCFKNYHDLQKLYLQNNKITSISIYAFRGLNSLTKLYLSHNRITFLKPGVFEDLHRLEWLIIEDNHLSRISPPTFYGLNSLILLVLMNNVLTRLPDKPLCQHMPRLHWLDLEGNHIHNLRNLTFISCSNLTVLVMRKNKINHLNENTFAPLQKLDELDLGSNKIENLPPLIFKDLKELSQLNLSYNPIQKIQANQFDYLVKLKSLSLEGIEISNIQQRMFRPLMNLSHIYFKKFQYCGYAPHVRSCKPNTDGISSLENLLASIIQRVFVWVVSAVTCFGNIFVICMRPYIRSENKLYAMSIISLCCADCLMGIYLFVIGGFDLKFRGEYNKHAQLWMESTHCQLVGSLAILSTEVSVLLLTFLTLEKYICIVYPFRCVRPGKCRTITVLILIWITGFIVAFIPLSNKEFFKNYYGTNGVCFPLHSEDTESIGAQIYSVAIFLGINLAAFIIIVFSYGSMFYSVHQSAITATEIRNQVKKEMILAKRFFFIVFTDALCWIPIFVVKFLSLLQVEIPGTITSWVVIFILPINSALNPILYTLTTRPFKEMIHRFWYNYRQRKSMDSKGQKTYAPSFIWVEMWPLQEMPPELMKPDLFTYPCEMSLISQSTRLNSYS
RXFP1 agonist: qHTS Assay for Agonists of the Relaxin Receptor RXFP1. HEK293T-RXFP1 cAMP TR-FRET, 30 min; response scale: percent of porcine relaxin response, buffer zero. Relaxin receptor 1 (Homo sapiens), Q9HBX9. AID 2676, 2010. Potency, µM (doses to about 57.5 µM), for the others: top-dose activation, most hits filed as activators. 0.3% of 370,000 active; active = well fitted activation curve with a large enough effect; note: potency is the fitted concentration of half-maximal effect; % is set by controls: 0 for no effect and ±100 for the full control effect; nearly all actives have a fitted effect of over 60% in size; many of its hits are not listed in these tables
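cAMP rise read by TR-FRET after 30 min, 37C compound exposure (up to 58 uM) in RXFP1-transfected HEK293 cells with Ro 20174 present. EC50 from Hill-equation fits, with 29 nM porcine relaxin as 100% and buffer as basal.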
D2 PAM: HTS Assay for Positive Allosteric Modulators of the Human D2 Dopamine Receptor: Primary Screen for Potentiators; D(2) dopamine receptor (Homo sapiens), P14416; HEK293 T-REx D2, calcium flux, EC20 dopamine potentiation; potentiation, % at 10 µM; 0.34% of 340,000 active; AID 485347, 2010;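 active = potentiation over 3 SD above the plate norm, cut at about 30% in these data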; note: 0% is about no effect
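Calcium flux readout, no-wash dye, 1 read/s. Inducible HEK293 Trex D2 line, overnight 30 C. Compound alone 180 s (agonist flags), then EC20 dopamine, another 180 s to score potentiation.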
* hit, by the source's call; . = not tested or not shown.

Value order – D1 antag, TRHR enhancer, D2 antagonist, D2 ag, D1 PAM, D1 agonist, RXFP1 antagonist, RXFP1 agonist, D2 PAM
[1] CN(CC(=O)Nc1ccc(Cl)cc1)C(=O)CNC(=O)c1ccc2c(c1)OCO2
 : -10, 13, 21, -0.3, -6, -2, -16, -0.1%, -1
[2] CCOc1ccc(NC(=O)CSc2nnc(C3CC3)n2C)cc1S(=O)(=O)N1CCCCC1
 : 9, 6, 44*, 0.0, 2, 1, 6, -0.4%, -6
[3] COc1cc(N(C)C)c([N+](=O)[O-])cc1C(=O)NC(C)CNc1ccc([N+](=O)[O-])cc1Cl (stereo not given)
 : -9, 11, -14, -1.6, -10, 4, -5, -0.9%, -8
[4] COc1ccc(Cl)cc1-n1nnc(-c2nsc(NC(=O)c3ccccc3Cl)n2)c1C
 : -3, -9, ., -0.6, 2, 2, ., -0.4%, .
[5] NC1=NC(=O)/C(=C/c2cc(Br)c(O)c(Br)c2)S1
 : 5, 6, -25, -1.5, -4, 24, -1, -7.8%, 9
[6] O=C(CSc1ncnc2sccc12)Nc1ccccc1F
 : -5, -9, 4, -0.6, -2, 2, 1, 3.7%, 1
[7] COc1cc(C(=O)OCC(=O)Nc2cccc(S(=O)(=O)N3CCOCC3)c2)ccc1OCC(C)C
 : 5, 1, 9, -1.5, -6, 4, -14, -0.4%, 1
[8] O=C(Nc1cc(C(F)(F)F)ccc1N1CCOCC1)c1ccc2ccccc2n1
 : 16, -4, -1, 1.3, 8, 2, -3, 0.1%, 1
[9] COCCCNC(=O)CCn1c(=O)c2ccccc2n(CC(=O)NCCC2=CCCCC2)c1=O
 : -16, 2, 1, -1.7, -3, -1, 3, -2.4%, 10
[10] Fc1ccc(CSc2nnc(-c3cccnc3)o2)cc1
 : -2, 1, 4, -0.4, -2, 1, -4, 3.5%, -2
[11] O=C(/C=C/c1cccs1)NCc1ccc2c(c1)OCO2
 : -1, -1, 4, -0.2, -2, 0, -4, 0.9%, -12
[12] Cc1cc(C)cc(N2C(=O)CC(N3CCOCC3)C2=O)c1 (stereo not given)
 : 15, 6, -11, 0.4, -4, 3, -20, 0.6%, 11
[13] CN(C(=O)CC1C(=O)NCCN1C/C=C/c1ccccc1)C1CCOCC1 (stereo not given)
 : 3, -6, -5, 0.0, -1, 1, -4, 0.7%, -7
[14] CC(=O)c1cccc(NC(=O)c2nc3ccccc3n(C)c2=O)c1
 : 4, 1, ., 0.2, 0, 1, 22, 16µM*, 2
[15] CN(C)S(=O)(=O)c1cccc(NC(=O)CCCSc2ccccc2)c1
 : -23, 14, -1, -1.1, -17, 10, -17, 1.9%, 10
[16] CCOc1ccc(S(=O)(=O)/N=C(\N)c2ccccc2)cc1
 : -16, -3, -5, -0.4, 15, 11, -8, 3.4%, 1
[17] N=c1c(C(=O)NC2CCCCC2)cc2c(=O)n3ccccc3nc2n1Cc1cccnc1
 : -8, 0, 20, -5.0, ., 1, 2, 28%, -5
[18] CC1CCC2(CC1)NC(=O)N(CC(=O)NCCc1c[nH]c3ccccc13)C2=O (stereo not given)
 : 0, -3, -5, -0.1, -1, 0, -7, -1.4%, -6
[19] COc1ccc(C(=O)Nc2ccc(C(=O)Nc3cccnc3)cc2)cc1
 : -11, -3, 13, 0.7, 3, 1, -16, 1.5%, 0
[20] O=C(c1ccc2c(c1)N(Cc1cccc(F)c1)C(=O)c1ccccc1S2)N1CCC2(CC1)OCCO2
 : 1, 1, ., ., 3, 2, -8, 2.9%, 7
[21] Cc1cc(N)nc(SCC(=O)N2C(C)CCCC2C)n1 (stereo not given)
 : 3, 16, -23, 1.0, 0, 2, -4, 1.7%, 34*
[22] CC(=O)Nc1ccc(OCC(O)CNC2CCCC2)cc1 (stereo not given)
 : 9, -5, -10, 0.3, -4, 4, 2, 2.1%, 10
[23] Cc1c(C(=O)Nc2ccc(Cl)cn2)oc2ccccc12
 : 6, 0, 1, 0.2, 23, 1, 2, -0.1%, 9
[24] Cc1cc(=O)oc2cc(OCC(=O)NC3CCCCC3)ccc12
 : -9, -1, -16, 0.2, -4, 1, -14, 0.1%, -12
[25] Cn1c(CCCNC(=O)c2cccs2)nc2ccccc21
 : 0, 8, 14, -0.5, -4, 2, 5, 1.3%, -3
[26] CC1(C)Cc2nc3sc4c(=O)n(Cc5ccccc5)cnc4c3cc2CS1
 : 23, -7, 7, 0.1, 1, 1, ., -0.2%, 11
[27] CCOC(=O)c1sc(NC(=O)c2ccccc2OC)nc1C
 : 3, -1, 1, 0.3, -3, -3, ., 11%, -11
[28] COc1cc(Br)cc(/C=N/NC(=O)Cc2ccc(C(F)(F)F)cc2[N+](=O)[O-])c1O
 : -3, 1, -2, 0.2, 26, 5, -23, 1.0%, -10
[29] COc1ccc(CN2C3CCCC2CC(NC(=O)Nc2ccccc2)C3)cc1 (stereo not given)
 : -7, -3, 80*, 0.3, -8, 8, -3, 0.7%, -24
[30] O=C(NCCN1CCN(c2ccccc2F)CC1)c1cccn2c(=O)c3ccccc3nc12
 : 16, 2, -16, 4.0, -7, 2, -1, 4.0%, -7
[31] CO/N=C(/COc1ccc(F)cc1)c1ccc(OC)cc1
 : 6, 4, 25, 0.2, 8, 3, -16, 2.7%, 0
[32] CCC(CC)C(=O)NCCc1ccc(OC)cc1
 : 3, 1, -9, 1.1, -4, 2, -4, 2.9%, 2
[33] COc1cccc(CSCC(=O)NCCc2ccccc2)c1OC
 : -7, -1, -12, 14, -2, 2, 5, -3.5%, 6
[34] COc1cc(NC(=O)CC2C(=O)N(c3cccc(C)c3)C(=O)N2Cc2ccc(F)cc2)cc(OC)c1 (stereo not given)
 : 18, -5, ., -1.2, -1, 3, -3, 0.3%, 1
[35] CC(C)Cn1c(NCCO)nc2ccccc21
 : -3, -3, 6, 1.0, -3, 2, 2, 0.8%, -5
[36] Cc1ccc(-c2ccc(SCC(=O)N3CCc4ccccc43)nn2)cc1
 : -7, -6, 9, -0.4, -6, 1, ., 0.6%, -5
[37] COc1cc(NC(=O)c2cc(Cl)ccc2Cl)ccc1-c1cc2ccccc2oc1=O
 : 28, 0, 4, 0.2, -2, 4, 4, 5.0%, 17
[38] Cc1c(C(=O)NC(C)c2ccncc2)oc2ccccc12 (stereo not given)
 : -10, -3, 5, 1.2, -11, 1, 17, 1.0%, 6
[39] O=C(NC1CCN(C(=O)N2CCOCC2)CC1)c1ccccc1
 : 5, -1, 5, -0.6, -1, 3, -1, 1.9%, 3
[40] Cc1ccc(NC(=O)CSc2nccn2Cc2ccco2)cc1
 : 2, -2, -5, -0.5, 5, 7, -8, -1.5%, 2
[41] Cc1occc(=O)c1OCc1c(Cl)cccc1Cl
 : -6, 6, -24, -3.3, -2, 2, 3, -0.3%, 15
[42] CN(C)c1nc(Nc2ccccc2)nc(N(C)C)n1
 : -5, 10, -16, -0.1, 0, 5, -4, 1.5%, 5
[43] Cn1c(=O)cc(NCc2ccccc2)[nH]c1=O
 : 26, -4, -6, 0.1, -3, 2, 3, 1.7%, 2
[44] C#CCOCCOCCOCCNc1nc(N2CCN(C(=O)CCCCCCCCCCNC(=O)[C@@H](CCC(=O)O)n3cc(CCCCCN)nn3)CC2)nc(N2CCN(C(=O)CCCCCCCCCCNC(=O)[C@H](CCCCN)n3cc(C[C@@H](C)CC)nn3)CC2)n1
 : 67, 5, 4, 14, 44*, 65*, ., 1.8%, -9
[45] CSc1nn2c(C)c(C)c(C)nc2c1C#N
 : -1, -1, ., ., 8, 1, -17, 19%, .
[46] CN(Cc1nnc(-c2ccc(F)cc2)o1)c1ccccc1
 : -28, -4, 8, 0.2, -7, 0, 0, 0.5%, 17
[47] COC(=O)C1CCN(C(c2cccs2)c2sc3nc(C)nn3c2O)CC1 (stereo not given)
 : -24, 3, -9, 0.1, -12, 3, -4, -0.4%, 12
[48] O=C(CSc1nnc(-c2ccncc2)o1)N1CCCC1
 : 7, -11, -6, -0.5, -4, 7, -15, 6.6%, 5
[49] CCOc1ccccc1OCCCC(=O)N1CCN(S(=O)(=O)c2ccc(C)cc2)CC1
 : 23, -6, 7, -0.8, -2, 0, -16, 2.1%, 6
[50] CCOc1ccc(S(=O)(=O)NCCC(=O)N2CCN(c3ccc(OC)cc3)CC2)cc1
 : -19, -1, -9, -0.6, -5, 4, -12, 1.4%, 3
[51] COCCNC(=O)/C(C#N)=C/c1c(N2CCN(c3ccccc3)CC2)nc2ccccn2c1=O
 : -14, -8, -17, 2.5, -4, 1, 1, 29%, 8
[52] CC1CN(C(=O)COC(=O)c2cc(S(N)(=O)=O)c(Cl)cc2Cl)CC(C)O1 (stereo not given)
 : 0, 24, 8, 0.2, 1, -1, 13, 2.6%, 28

Reformatted tab-delimited: part of the list above.
No.	mol	D1 antag	TRHR enhancer	D2 antagonist	D2 ag	D1 PAM	D1 agonist	RXFP1 antagonist	RXFP1 agonist	D2 PAM
47	COC(=O)C1CCN(C(c2cccs2)c2sc3nc(C)nn3c2O)CC1 (stereo not given)	-24	3	-9	0.1	-12	3	-4	-0.4%	12
48	O=C(CSc1nnc(-c2ccncc2)o1)N1CCCC1	7	-11	-6	-0.5	-4	7	-15	6.6%	5
49	CCOc1ccccc1OCCCC(=O)N1CCN(S(=O)(=O)c2ccc(C)cc2)CC1	23	-6	7	-0.8	-2	0	-16	2.1%	6
50	CCOc1ccc(S(=O)(=O)NCCC(=O)N2CCN(c3ccc(OC)cc3)CC2)cc1	-19	-1	-9	-0.6	-5	4	-12	1.4%	3
51	COCCNC(=O)/C(C#N)=C/c1c(N2CCN(c3ccccc3)CC2)nc2ccccn2c1=O	-14	-8	-17	2.5	-4	1	1	29%	8

The list is partial; the hit share may differ from the screen's.
